# AID inh: inhibitors of human activation induced cytidine deaminase; AID 1347428; 0.32% of 91,000 active; Q9GZX7; AID deamination FRET fluorescence, UDG-coupled, 4 h; Potency, µM (top dose mostly 115 µM), without a hit: top-dose activity change, negative = inhibition, hits mostly inhibitors; also: nearly all actives have a fitted effect of over 25% in size
# Target sequence (Q9GZX7 whole entry, looked up): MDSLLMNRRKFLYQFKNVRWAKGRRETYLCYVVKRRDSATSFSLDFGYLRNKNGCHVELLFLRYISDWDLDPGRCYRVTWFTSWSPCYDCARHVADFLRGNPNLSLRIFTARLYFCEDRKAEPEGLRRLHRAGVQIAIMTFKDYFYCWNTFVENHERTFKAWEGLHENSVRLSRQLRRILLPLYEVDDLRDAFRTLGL
# UDG counter: counter-screen for AID inhibitors: uracil-DNA glycosylase inhibition | AID 1347430 | FRET deamination/UDG coupled assay, UDG read, 4 h | Potency, µM (top dose mostly 115 µM), inactives show at the top dose activity change, negative = inhibition, hits mostly inhibitors | 0.14% of 91,000 active; also: nearly all actives have a fitted effect of over 65% in size
# The depositor's hits bear a star; ? = inconclusive; [ ] = another dose, or the depositor's remark. Calls follow the shape of the dose curve; as a rule, active = well fitted curve in the direction sought with a large enough effect; inconclusive = small, poorly fitted or top-dose-only effect, or another doubt; inactive = no such curve, though single readings can be large; an effect the other way counts as inactive or inconclusive. % is scaled to controls: 0 for no effect and ±100 for the full control effect; potency is read from the fitted curve at half-maximal effect. This is a subset. The share of hits here may be higher or lower than overall.
# Values in the order: AID inh, UDG counter
O=C(CC(NCc1cccnc1)C(=O)O)Nc1ccc(O)cc1 (stereo not drawn)
    4%, 11%
Cc1ccc(CNC(=O)c2ccc(CSc3nc4ccncc4n3Cc3ccc(C)cc3)cc2)cc1
    24%, -6%
Cc1cccc2sc(N(Cc3cccnc3)C(=O)CCc3ccccc3)nc12
    -6%, -4%
CCCn1nc(C(=O)Nc2ccccc2Br)c2ccccc2c1=O
    -12%, -11%
O=C(Nc1sc2c(c1C(=O)NCc1cccnc1)CCCC2)c1cc(=O)c2ccccc2o1
    20%, -17%
O=C(Oc1ccc2c(=O)c(-c3ccccc3)coc2c1)c1ccco1
    -15%, 40%[activator]
COc1ccc(-c2nc(CNS(=O)(=O)c3ccc(C)cc3)cs2)cc1
    6%, -3%
CCCNC(=O)CN1CCN(c2ccc(NC(=O)c3ccc(OC)cc3)cc2C(=O)O)CC1
    22%, 2%
CCN1CCN(c2oc(COc3cccc(Cl)c3)nc2C#N)CC1
    11%, -4%
CC1(C)CCC(NC(=O)[C@@H](N)CCC(=O)O)CC1
    -7%, -13%
COc1ccc(CNC(=O)c2sc3nc4n(c(=O)c3c2C)CCC4)cc1
    -12%, 10%
CCOc1ccc(-c2cc(C(=O)N3CCN(c4ccc(C)cc4)C(C)C3)c3ccccc3n2)cc1 (stereo not drawn)
    -15%, -21%
COc1ccccc1-c1nc(-c2ccc(Br)o2)no1
    44%[activator], 10%
CCCCN(C)S(=O)(=O)NC1CCN(c2ncccn2)CC1
    6%, 1%
CSc1nc(C)cc(C(=O)O)n1
    -1%, 2%
O=C(NCC(c1ccc2c(c1)OCO2)N1CCOCC1)c1ccc(F)cc1 (stereo not drawn)
    10%, -5%
CCOc1ccc2c(=O)c(Oc3ccccc3Br)c(C)oc2c1
    -5%, -2%
CCOC(=O)CSc1nc2ccc(NC(=O)COc3ccccc3)cc2s1
    -1%, -11%
Cc1cc(C)cc(OCC(=O)Nc2c(C(=O)c3ccccc3)oc3ccccc23)c1
    -19%, -7%[57.5 µM]
O=C(NC1CCCCC1)c1ccc(CSc2nc3ccncc3n2Cc2cccc(F)c2)cc1
    -18%, 9%
Cc1cc(C)c(NC(=O)c2sc3nc(C)cc(C)c3c2NC(=O)c2ccccc2)c(C)c1
    -2%, -1%
O=C(NC(C1CC1)C1CC1)c1ccc(Cl)c(Cl)c1
    -1%, -2%
CC(O)C(O)[C@H]1CNc2nc(N)[nH]c(=O)c2N1 (stereo partly drawn)
    4%, -6%
O=C(OCCCc1ccccc1)c1cccnc1
    1%, 5%
CCOC(=O)N1CCc2c(sc(NCc3ccc(OC)c(OC)c3OC)c2C(=O)Nc2ccc(OC)cc2OC)C1
    257%[activator], ?
COc1ccccc1CCNc1ncnc2c1nnn2C
    3%, -1%
O=c1ccc(-c2ccccc2)nn1Cc1c(F)cccc1Cl
    ?, -8%
COc1ccc(-c2cc3ccc(O)cc3oc2=O)cc1
    -3%, -14%
CCCCCCCCS(=O)(=O)CCOS(=O)(=O)CCCCCCCC
    -11%, -18%
CCc1cccc(C)c1NC(=O)c1ccc2ccccc2n1
    -7%, -4%
Cc1oc(-c2ccc(C(=O)Nc3cc(F)ccc3F)cc2)nc1COc1ccccc1
    -10%, 24%
COc1cccc(CNC(=O)Nc2cc(C(=O)NCc3cccc(F)c3)ccc2N2CCCC2)c1
    11%, -5%
CCCCNc1cc(C(=O)O)cc(S(N)(=O)=O)c1Oc1ccccc1
    1%, 0%
Cc1cccc(NC(=O)OCc2ccccc2)c1
    -6%, -2%
Cc1ccc(-n2c(=O)c3cccnc3n2CC(=O)Nc2cc(C)cc(C)c2)cc1
    19%, 0%
CC1CCN(S(=O)(=O)c2ccc3c(c2)CCC(=O)N3CC(=O)Nc2cccc(C#N)c2)CC1
    2%, -1%
CCCCN(CCCC)CCCNC(=O)Cn1cc2c(n1)-c1c(oc(C(=O)N3CCCC3)c1C)CC2
    66%[activator], -13%
O=C(Nc1nc(-c2cccs2)cs1)C1CC(=O)N(c2ccccc2F)C1 (stereo not drawn)
    5%, -6%
O=C(CC1CCCO1)NC(c1cccs1)C1CCCC1 (stereo not drawn)
    0%, -2%
COc1ccc(-c2nc3scc(CCNS(=O)(=O)c4ccc5c(c4)OCCO5)n3n2)cc1
    -9%, 2%[57.5 µM]
CCc1ccc(Cn2c(CNS(=O)(=O)c3ccc(F)c(Cl)c3)nc3cccnc32)cc1
    5%, 3%
CCOc1ccc(NC(=O)c2cc(OC)nc3ccccc23)cc1
    -13%, 0%
Cc1ccc(C(=O)/C=C/c2c(C)n[nH]c2C)cc1C
    -2%, -5%
N#Cc1nc(COc2cccc(Cl)c2)oc1NCc1ccncc1
    -9%, -8%
O=C(COC(=O)C(Cc1c[nH]c2ccccc12)NC(=O)c1ccc(Cl)cc1)c1ccc(Cl)cc1 (stereo not drawn)
    41%[activator], -2%
CC1CCC(NC(=O)c2ccc(CS(=O)(=O)c3c(Cl)cccc3Cl)o2)CC1 (stereo not drawn)
    -6%, -28%
CCCCn1c(SCC(=O)c2ccccc2)nc2sc3c(c2c1=O)CCCC3
    11%, -18%
FC(F)(F)c1cccc(NC(=S)NCc2cccs2)c1
    -3%, 9%
CC(=O)c1ccc(N2CCN(c3ncnc4c3c(-c3ccccc3)cn4-c3cccc(C)c3)CC2)cc1
    16%, -2%[57.5 µM]
C=C(C)Cn1c(SCC(=O)Nc2cc(C)ccc2C)nc2sc3c(c2c1=O)CCCC3
    17%, 14%
O=C(Cn1ncc2ccsc2c1=O)N1CCN(c2ccc(F)cc2)CC1
    5%, 1%
O=C(Nc1ccc(Cl)cc1)c1cc2c(-c3ccccc3)nn(-c3ccccc3)c2s1
    -11%, -6%
N#C/C(=C/C1=Cc2cc(Cl)ccc2OC1)c1nc2ccccc2[nH]1
    27%, -4%
COc1ccccc1-c1c(C)nn2c(N3CCN(c4ccccc4)CC3)cc(C)nc12
    ?, -8%
CCC(C)OC(=O)/C(C#N)=C/c1ccc(-c2ccc(Br)cc2)o1 (stereo not drawn)
    -11%[57.5 µM], -3%[57.5 µM]
Cc1ccc(CN2C(=O)C(O)(CC(=O)c3ccc(C)cc3)c3ccccc32)cc1 (stereo not drawn)
    -15%, -15%
Cc1nc2ccn(Cc3ccccc3)c(=O)c2cc1C(=O)Nc1ccc(F)cc1Cl
    26%, 9%
O=C(NCc1ccccc1)c1ccc2c(c1)N(Cc1ccccc1)C(=O)c1ccccc1S2(=O)=O
    -12%, -10%
CCc1ccc(CNC(=O)c2cc3c(s2)-c2ccccc2OC3)cc1
    -35%, 3%
COc1ccc2cnn(CC(=O)N3CCN(Cc4ccccc4)CC3)c(=O)c2c1OC
    1%, -2%

# Next section:
Structure	AID inh	UDG counter
Cc1cc(C)c(NC(=O)c2ncoc2-c2ccco2)c(C)c1	-5%	20%
CCOc1cc(C(=O)Nc2ccc(-c3nc4ncccc4o3)cc2C)cc(OCC)c1OCC	8%	-2%
O=Cc1cccn1-c1ccc(Br)cc1	-2%	4%
Cc1ccc(CCNC(=O)CCSCc2ccccc2Cl)cc1	-14%	-3%[57.5 µM]
Cc1ccc(CN(C(=O)c2ccccc2)c2ccccn2)o1	-12%	?
CN(C)CCCNC(C(=O)O)c1cn(CCC(=O)O)c2cc(Br)ccc12 (stereo not drawn)	-5%	13%
CCNC(=O)NC(=O)CN(C)Cc1ccccc1	-1%	0%
CCC1CCCCN1C(=O)CSc1nnc(-c2cccs2)n1N (stereo not drawn)	1%	-4%
Cc1ccc2cccc(OCCOc3ccc(C#N)cc3)c2n1	-11%	-18%
COc1ccc(-n2c(/C=C/c3cccc4ccccc34)nc3ccccc3c2=O)cc1Cl	3%	84%[activator]
CC(=O)NC(C)C(=O)NC(C)c1ccc(Cl)cc1 (stereo not drawn)	2%	-1%
Cc1cccc(CCNC(=O)CCS(=O)(=O)c2cc3c(cc2C)NC(=O)CO3)c1	-9%	-4%
CCOc1ccc2oc(=O)cc(CN3CCN(C(=O)c4cccc(Cl)c4)CC3)c2c1	-5%	-7%
CN(C(=O)Cc1nn(C)c(=O)c2ccccc12)C1CCCCCCC1	4%	3%
Cc1cc(C(=O)NCc2ccncc2)sc1C	9%	-3%
Cc1ccc(-c2nn3c(=O)cc(CN4CCN(C(=O)c5ccc(C(C)(C)C)cc5)CC4)nc3s2)cc1	13%	-21%
Cc1ccc(NC(=O)N2CCC(CN3CCC(C)CC3)CC2)cc1F	-13%	4%
Clc1ccccc1Cc1cn2cc(-c3ccccc3)nc2s1	?	-25%
FC(F)(F)c1ccc(Cl)c(N/N=C/c2cccc(Cl)c2Cl)c1	-5%	-4%
Cc1cc(C)c2c(NC(=O)c3ccccc3)c(C(=O)Nc3ccc(F)cc3)sc2n1	5%	-7%[57.5 µM]
CCCN(Cc1cc2cc(C)ccc2[nH]c1=O)C(=O)c1cccnc1	-4%	-4%
COc1ccc(C)cc1NC(=O)CC(c1cccc(F)c1)n1cccc1 (stereo not drawn)	-17%	-13%
Cc1oc(-c2ccc(C(=O)NCc3ccc(Cl)cc3)cc2)nc1CS(=O)(=O)c1ccccc1	0%[57.5 µM]	-14%[57.5 µM]
N#CCCCSc1ccc2c(c1)OCCCO2	0%	10%
N#Cc1ccc(/C=N/Nc2cccc(Cl)c2)cc1	-11%	-11%
CCC/C(=N\N=C(/CCC)c1ccccc1)c1ccccc1	-3%	-5%
COc1cccc(CNC(=O)C(=O)NCC(c2cccs2)S(=O)(=O)c2ccccc2)c1 (stereo not drawn)	4%	6%
COc1ccc(NC(=O)n2ncc3cc(Cl)ccc32)c(OC)c1	4%	3%
O=C(Nc1ccc(Oc2ccccc2)cc1)C1CCN(S(=O)(=O)c2ccccc2)CC1	?	-6%
COc1ccc(-c2noc(CNS(=O)(=O)c3ccc(Br)cc3)n2)cc1OC	10%	3%
CC1=C(C)CC(C(=O)N2CCc3ccccc3C2)C(C(=O)O)C1 (stereo not drawn)	3%	5%
CCn1c(C(=O)N2CCC(C(=O)NCCc3ccccc3)CC2)cc2sccc21	?	10%
CCOC(=O)c1sc(NC(C)CC)nc1C(F)(F)F (stereo not drawn)	-6%	3%
COC(=O)c1c(C)sc(-c2c(-c3ccc(OC)c(F)c3)[nH]c3c2c(=O)n(C)c(=O)n3C)c1O	17%	30%
CCc1cc(=O)oc2cc(C)cc(OC(C)C(=O)NC3CC(C)(C)NC(C)(C)C3)c12 (stereo not drawn)	-4%	1%
CCC(C)NC(=O)c1snnc1-c1ccc(OC)cc1 (stereo not drawn)	3%	4%
O=C(/C=C/c1ccc(Br)cc1)NC1CCCC1	-4%	-2%
Cc1cc2oc(C(=O)NCCc3ccc(S(N)(=O)=O)cc3)cc(=O)c2cc1C	18%	-8%
CCCCn1c(=O)[nH]c(=O)c2c1nc(CNc1cccc(F)c1)n2CCC(C)C	-10%	9%
CCOc1ccc(CNC(=O)c2ccc3c(c2)c(C)c(C)n3C)cc1	1%	-15%
COc1ccc(-c2nc(CNC(=O)Nc3ccccc3)c(C)o2)c(OC)c1	-1%	35%[activator]
Cc1cccc(OCC(=O)N(Cc2cccs2)c2ccc(Cl)cc2)c1C	?	-8%
CC1(C)CC(NC(=O)CC(=O)NC2CC(C)(C)NC(C)(C)C2)CC(C)(C)N1	0%	-7%
CC[C@H](C)[C@H](NC(N)=O)C(=O)Nc1ccc(C)cc1	1%	-5%
Cc1ccc(NC(=S)NNC(=O)C(c2ccccc2)c2ccccc2)c(C)c1	2%	2%
Cc1ccc(CNC(=O)c2cc(S(=O)(=O)N3CCCC(C)C3)cn2C)cc1 (stereo not drawn)	8%	-3%
CCc1ccc(C2N3CC4(C)CN2CC(c2ccccc2)(C3)C4=O)cc1 (stereo not drawn)	?	5%
COc1cccc(C(=O)OC2CCCN(C)C2)c1 (stereo not drawn)	1%	3%
CC(C)NC(=O)CC(=O)Nc1ccc2nc3n(c(=O)c2c1)CCCCC3	-16%	5%
COc1ccc(C(C)NC(=O)Cc2ccsc2)cc1F (stereo not drawn)	-8%	-6%
O=C(Cn1c(=O)n(-c2ccc(F)cc2)c(=O)c2sccc21)Nc1cccc(C(F)(F)F)c1	-15%	3%
Cc1ccc(C)c(N2CCN(CCCNC(=O)Cn3c(-c4cccs4)cc4ccccc43)CC2)c1	?	-11%
O=C(NCCc1cccnc1)c1ccc(Cl)cc1Cl	-6%	2%
CCOC(=O)C(C(=O)OCC)C(NC(C)=O)C(Cl)(Cl)Cl (stereo not drawn)	6%	-5%

# Structural class: the entries above with a cyano group
Structure	AID inh	UDG counter
CCN1CCN(c2oc(COc3cccc(Cl)c3)nc2C#N)CC1	11%	-4%
CC1CCN(S(=O)(=O)c2ccc3c(c2)CCC(=O)N3CC(=O)Nc2cccc(C#N)c2)CC1	2%	-1%
N#Cc1nc(COc2cccc(Cl)c2)oc1NCc1ccncc1	-9%	-8%
N#C/C(=C/C1=Cc2cc(Cl)ccc2OC1)c1nc2ccccc2[nH]1	27%	-4%
CCC(C)OC(=O)/C(C#N)=C/c1ccc(-c2ccc(Br)cc2)o1 (stereo not drawn)	-11%[57.5 µM]	-3%[57.5 µM]
Cc1ccc2cccc(OCCOc3ccc(C#N)cc3)c2n1	-11%	-18%
N#CCCCSc1ccc2c(c1)OCCCO2	0%	10%
N#Cc1ccc(/C=N/Nc2cccc(Cl)c2)cc1	-11%	-11%

# Compound activity: PubChem BioAssay, National Center for Advancing Translational Sciences (NCATS)
